# Compound activity deposited in PubChem BioAssay by National Center for Advancing Translational Sciences (NCATS).
# KCNH2 3.1 inh = blocks the human KCNH2 3.1 channel isoform | U2OS KCNH2 3.1, thallium flux FluxOr; active compounds read low | activity change, % (tested at about 1.8 µM) | 340,000 tested, 0.95% active | AID 720553;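 active = maximum activity change below -70%; inconclusive = maximum activity change from -70% to -50%; inactive = maximum activity change above -50%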;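 note: thallium influx rate constant from kinetic fluorescence after stimulation buffer; % is set by controls: 0 for no effect and ±100 for the full control effect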
#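 Channel expression came from 3.1 mutant virus (1.77 x 10^8 /mL) applied to suspended U2OS cells for 4 h. Flux was tracked with FluxOr dye plus Red40 quencher, and kinetic rate constants normalized to controls.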
# PKM2 act = increases activity of human pyruvate kinase M2; P14618; 260,000 tested, 0.34% active; AID 1631; Potency, µM (titrated, usually from 57.5 µM), for the others: top-dose activation, usual class: activators; purified PKM2, Kinase-Glo ATP luminescence, activation; response scale: 0% is enzyme alone, no compound; note: potency is the fitted concentration of half-maximal effect; % is set by controls: 0 for no effect and ±100 for the full control effect; nearly all actives have a fitted effect of over 55% in size
# Target sequence (P14618 whole entry, looked up): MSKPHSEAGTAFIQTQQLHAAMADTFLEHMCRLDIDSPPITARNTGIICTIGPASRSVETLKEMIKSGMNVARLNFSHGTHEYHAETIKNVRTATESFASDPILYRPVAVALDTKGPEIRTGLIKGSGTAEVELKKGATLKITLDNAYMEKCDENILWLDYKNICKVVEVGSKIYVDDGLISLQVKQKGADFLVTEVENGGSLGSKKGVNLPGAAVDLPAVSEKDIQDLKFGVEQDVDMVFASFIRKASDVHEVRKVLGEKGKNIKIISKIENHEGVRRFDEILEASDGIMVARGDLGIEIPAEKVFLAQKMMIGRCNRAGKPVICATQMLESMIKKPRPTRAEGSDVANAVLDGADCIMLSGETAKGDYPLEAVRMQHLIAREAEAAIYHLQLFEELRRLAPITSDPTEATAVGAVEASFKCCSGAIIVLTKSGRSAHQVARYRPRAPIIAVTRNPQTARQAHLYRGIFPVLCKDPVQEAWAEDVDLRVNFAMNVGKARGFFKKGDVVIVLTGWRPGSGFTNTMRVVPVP
#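 hPK-M2, >95% pure; 0.1 mM ADP / 0.5 mM PEP final; imidazole pH7.2 buffer w/ 7 mM MgCl2, 50 mM KCl; 1 h RT; Kinase-Glo lum. Intermediate enzyme activity for dual inhibitor/activator qHTS.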
# NPC1 promoter act = NPC1 promoter activation; Potency, µM (top dose mostly 9.22 µM), for inactives: at the top dose activation, most hits filed as activators; 320,000 tested, 2.4% active; Huh7 NPC1 promoter luciferase reporter, 24 h;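 note: potency is the fitted concentration of half-maximal effect; % of control where 0% means no effect; nearly all actives have a fitted effect of over 60% in size; reporter is driven by a mutant NPC1 promoter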
#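 Luminescence read-out of NPC1 promoter-driven luciferase in stably transfected Huh7 cells; compounds delivered in DMSO and left 24 h at 37C, 5% CO2, qHTS titration format.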
# Rab9 prom act = activates the Rab9 promoter | Potency, µM (top dose mostly 9.22 µM), for the others: at the highest dose activation, negative = inhibition, hits mostly activators | 320,000 tested, 2.8% active | AID 485297 | Huh7 Rab9 promoter-luciferase reporter, luminescence, 24 h; note: potency is the fitted concentration of half-maximal effect; % of control where 0% means no effect; nearly all actives have a fitted effect of over 60% in size
#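 Steps: seed 1500 Huh7 Rab9-luc cells per well, rest 2 h at 37 °C; add compound in DMSO; incubate 24 h; add luciferase reagent, 10 min ambient; read luminescence.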
# VP16 counter = inhibits Gal4-VP16 luciferase reporter, ROR gamma counter-screen. Potency, µM (top dose mostly 53.6 µM), for the others: at the top dose activity, negative = inhibition, usual class: inhibitors. Drosophila S2 Gal4-VP16 UAS-luciferase, luminescence, 20 h. 310,000 tested, 3.5% active;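 note: Gal4-VP16 expression switched on by copper sulfate through the metallothionein promoter; potency is the fitted concentration of half-maximal effect; % is set by controls: 0 for no effect and ±100 for the full control effect; nearly all actives have a fitted effect of over 50% in size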
# ELG1 repair inh = blocks ELG1-dependent DNA repair in HEK293T cells. Potency, µM (top dose mostly 46.1 µM), inactives show at the top dose activity change, negative = inhibition, actives largely listed as inhibitors. HEK293T ELG1-luciferase reporter, luminescence, 16 h; DNA damage induced by 5-fluorouridine. 330,000 tested, 2.3% active; note: potency is the fitted concentration of half-maximal effect; % is set by controls: 0 for no effect and ±100 for the full control effect; nearly all actives have a fitted effect of over 55% in size
#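 Cells (2,000 per well) received 5-fluorouridine plus test compound or DMSO and were incubated 16 hr at 37 °C, 5% CO2. Luciferase activity was read by luminescence 30 min after ONE-Glo addition; signal suppression marked inhibition of damage-induced ELG1 function.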
# FLuc counter = counter-screen for miR-21 project: firefly luciferase inhibitors or activators | Potency, µM (highest dose often 57.5 µM), for inactives: at the highest dose activity change, negative = inhibition, most hits filed as inhibitors | purified FLuc, Km substrates, luminescence inhibition | P08659 | AID 588342 | 360,000 tested, 6.9% active;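 note: potency is the fitted concentration of half-maximal effect; plate controls were vehicle for no effect and reference inhibitor for full effect; nearly all actives have a fitted effect of over 55% in size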
# Target sequence (P08659 whole entry, looked up): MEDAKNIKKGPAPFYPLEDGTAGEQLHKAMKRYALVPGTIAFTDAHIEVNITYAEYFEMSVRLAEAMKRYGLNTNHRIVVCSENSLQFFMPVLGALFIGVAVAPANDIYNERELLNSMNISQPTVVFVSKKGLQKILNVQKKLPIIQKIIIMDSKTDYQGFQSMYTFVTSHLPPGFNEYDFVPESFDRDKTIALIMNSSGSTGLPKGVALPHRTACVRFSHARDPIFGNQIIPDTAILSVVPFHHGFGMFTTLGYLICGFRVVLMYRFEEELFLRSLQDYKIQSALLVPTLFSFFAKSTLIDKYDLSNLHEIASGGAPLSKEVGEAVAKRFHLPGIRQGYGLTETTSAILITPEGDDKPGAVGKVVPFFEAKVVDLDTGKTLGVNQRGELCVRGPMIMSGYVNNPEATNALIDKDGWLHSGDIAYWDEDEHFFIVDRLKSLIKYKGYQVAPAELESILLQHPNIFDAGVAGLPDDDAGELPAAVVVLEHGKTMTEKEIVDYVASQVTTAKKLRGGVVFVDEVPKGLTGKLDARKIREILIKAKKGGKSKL
#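 Biochemical qHTS of compounds, final roughly 60 µM downward over six points, against 10 nM purified firefly luciferase using Km concentrations of substrates (10 uM D-luciferin, 10 uM ATP) in Tris acetate pH 7.5 buffer; luminescence output.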
# Mito fusion act = inhibitors of mitochondrial division or activators of mitochondrial fusion; S. cerevisiae fusion-defective mutant growth rescue, CellTiterGlo 48 h; 320,000 tested, 0.23% active; Potency, µM (top dose mostly 46.1 µM), inactives show top-dose growth rescue (activation), most hits filed as activators;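 note: potency is the fitted concentration of half-maximal effect; % of control where 0% means no effect; nearly all actives have a fitted effect of over 45% in size; temperature-sensitive fusion mutants such as fzo1-1 at 37 °C on non-fermentable ethanol glycerol medium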
#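 Temperature-sensitive fusion-defective S. cerevisiae (e.g. fzo1-1, mgm1-5) were grown with compound in YPEG medium (3% ethanol, 3% glycerol) for 48 hours at 37C. Growth rescue was measured as viability by CellTiterGlo luminescence after 10 minutes at ambient.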
# MBNL1-CUG inh = MBNL1-poly(CUG) RNA binding inhibition. 280,000 tested, 0.036% active. Potency, µM (highest dose often 57.5 µM), for inactives: top-dose activity change, negative = inhibition, actives largely listed as inhibitors. AID 2675. Q9NR56. TR-FRET MBNL1-His/biotin-(CUG)12 binding, 665/545 ratio; active = well fitted inhibition curve with a large enough effect in the signal ratio, with a control signal flat, not every such curve was filed as active; inconclusive = small, poorly fitted or top-dose-only effect, or effect the other way, or a change in a side signal; inactive = no such curve, though single readings can be large or run the other way; the % refers to the signal ratio; note: potency is the fitted concentration of half-maximal effect; % is set by controls: 0 for no effect and ±100 for the full control effect
#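 Compound titration spanned 92 nM–58 uM against the MBNL1-His/biotin-(CUG)12 complex. After 60 min at room temperature with 5 nM streptavidin-XL665 and 0.055 ng/ul terbium anti-His, ratiometric 665/545 nm emission (Ex 340 nm) normalized to controls.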
# Menin MLL FP TR = menin-MLL binding inhibition, Texas Red mutant peptide | Potency, µM (doses to about 61.6 µM), for the others: top-dose FP activity change, negative = inhibition, hits mostly inhibitors | Menin + Texas Red MLL mutant peptide, fluorescence polarization | 270,000 tested, 0.23% active; active = well fitted inhibition curve with a large enough effect in the polarisation, with a control signal flat, not every such curve was filed as active; inconclusive = small, poorly fitted or top-dose-only effect, or effect the other way, or a change in a side signal; inactive = no such curve, though single readings can be large or run the other way; the % refers to the polarisation; note: potency is the fitted concentration of half-maximal effect; % of control where 0% means no effect; many of its hits are not listed in these tables
# RORg inh = inhibitors of mouse ROR gamma transcriptional activity; P51450; Drosophila S2 Gal4-RORgamma UAS-luciferase reporter, 20 h; Potency, µM (top dose mostly 53.6 µM), inactives show at the highest dose activity change, negative = inhibition, usual class: inhibitors; 310,000 tested, 5.4% active; AID 2551; note: potency is the fitted concentration of half-maximal effect; % is set by controls: 0 for no effect and ±100 for the full control effect; nearly all actives have a fitted effect of over 60% in size
#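 Schneider cells (Drosophila), stable Gal4 DBD–ROR gamma + UAS-luc; 1 hr cmpd preincubation; Cu2+ induction 700 uM final; 20 hr ambient; luminescence.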
# An asterisk follows results filed as active; u = inconclusive; x = not tested or not shown; [ ] = another dose, or the depositor's remark. Unless noted, calls come from the whole dose curve; as a rule, active = well fitted curve in the direction sought with a large enough effect; inconclusive = small, poorly fitted or top-dose-only effect, or another doubt; inactive = no such curve, though single readings can be large; an effect the other way counts as inactive or inconclusive. The list is partial; count on the stated rates, not on these rows.
SMILES,KCNH2 3.1 inh,PKM2 act,NPC1 promoter act,Rab9 prom act,VP16 counter,ELG1 repair inh,FLuc counter,Mito fusion act,MBNL1-CUG inh,Menin MLL FP TR,RORg inh
Cc1ccc2nc(NC(=O)CSc3nc4c(c(=O)n3C)SC(C)C4)sc2c1 (centres undefined),-15,4%,7%,10%,-10%,-13%,-10%,-6%,21%,-8%,11%
CCN1CCN(S(=O)(=O)c2ccc(Cl)c(C(=O)N(C)Cc3cccc(OC)c3)c2)CC1,-23,x,-4%,3%,x,u,5%,-3%,x,x,x
CCOC(=O)c1cc2c(ccn2C)n1CC(=O)N1CCCC(C)C1 (centres undefined),9,-4%,-1%,-1%,-2%,1%,0%,2%,10%,-7%,2%
CCOc1ccc(CN2CCN(Cc3c(C)nn(CC)c3C)CC2CCO)cc1 (centres undefined),-11,-8%,-1%,0%,5%,0%,-4%,4%,-18%,x,3%
CCC(C(=O)OCC(=O)Nc1ccc(OC)cc1OC)c1ccccc1 (centres undefined),-5,0%,-2%,0%,4%,-3%,-22%,2%,-8%,-1%,17%
CCc1ccc(NC(=O)CCNS(=O)(=O)c2cccc3nonc23)cc1,6,19%,-1%,-1%,13%,7%,13%,-2%,u,1%,u
CCOC(=O)C1CCCN(C2CC(=O)N(c3ccc(N4C(=O)CC(N5CCCC(C(=O)OCC)C5)C4=O)cc3)C2=O)C1 (centres undefined),-11,3%,-3%,1%,5%,9%,4%,-7%,-2%,-16%,2%
C/C(=N\NC(=O)c1ccccc1C)c1cccc([N+](=O)[O-])c1,6,1%,-2%,10%,21%,u,u,-6%,u,-14%,-15%
CC(C)C[C@H](NC(=O)c1nc[nH]c1C(=O)NCC(=O)OCc1ccccc1)C(=O)OC(C)(C)C,-7,1%,-2%,0%,u,-18%,-1%,-4%,-6%,21%,13µM*
Cc1cccc(-c2nnc(SCC(=O)NCc3ccc4c(c3)OCO4)n2C)c1,3,0%,-5%,-2%,-2%,-4%,-1%,-1%,-7%,-17%,-3%
CCCCc1nc2ccccc2c(NC(=O)CNC(C)(C)C)c1CCC,4,5%,x,x,1%,x,3%,-7%,0%,-24%,-14%
Cc1cccc(Nc2nnc(SC/C(O)=C(\C#N)c3nc4ccccc4[nH]3)s2)c1,18,8%,-2%,0%,11µM*,1%,17µM*,-5%,9%,u,7.1µM*
O=C(N/C(=C/c1cccs1)c1nc2ccccc2[nH]1)c1ccccc1,8,3%,0%,5%,-7%,-2%,-1%,2%,3%,4%,17%
CCOc1cccc2cc(C(=O)NCc3ccc(OC)cc3)c(=N)oc12,14,-2%,0%,1%,-12%,3%,-5%,-1%,6%,10%,-15%
C=CCn1c(C)c(C(C)=O)c(N2CCN(c3ccccc3)CC2)nc1=S,-14,-2%,1%,-1%,1%,15%,1%,-9%,-10%,-26%,-25%
CC(C)CC(=O)N=C1SC2CS(=O)(=O)CC2N1CCc1ccccc1 (centres undefined),-4,-3%,-8%,0%,-9%,-7%,2%,3%,-13%,5%,0%
O=C(CCNc1n[nH]c(=O)[nH]c1=O)N/N=C\c1cccc(OCc2ccccc2)c1,10,-2%,-3%,3%,-5%,3%,u,-3%,12%,7%,16%
COc1cccc(C(=O)NCCN2CCOCC2)c1,16,0%,-5%,4%,0%,10%,5%,-2%,4%,0%,6%
CC(=O)Oc1ccc2nc(/C=C/c3ccc(C=O)cc3)oc(=O)c2c1,0,-1%,-4%,-2%,x,17%,u,2%,u,12%,x
Cc1cc(Oc2cc(N)cc([N+](=O)[O-])c2)ccc1Cl,-14,-17%,-4%,0%,-12%,u,0%,3%,2%,u,-32%
Cc1cc(C)cc(NC(=O)CN(Cc2ccccc2)S(C)(=O)=O)c1,14,-1%,-2%,-2%,3%,-7%,-3%,5%,u,-7%,-4%
Fc1ccc(-c2csc(-c3ccccn3)n2)cc1F,2,-2%,17%,u,-8%,u,u,2%,81%[activator],-24%,10%
COCCSc1ncnc2c1oc1nc3c(cc12)COC(C)(C)C3,25,-2%,u,17%,-11%,u,-20%,-4%,x,x,0%
CC1=C(C(=O)N(C)C)C(c2ccc(N3CCOCC3)cc2)NC(=O)N1 (centres undefined),-8,-5%,1%,13%,2%,9%,-3%,-9%,8%,-9%,-10%
CCOC(=O)Cc1csc(NC(=O)NC2(C(F)(F)F)Oc3cc(Cl)c(Cl)cc3O2)n1,x,-1%,0%,-2%,-13%,-28%,-7%,1%,1%,1%,u
COC(=O)C1C(c2ccc(Cl)cc2)NC(c2ccc(Cl)cc2)C(C(=O)OC)S1(=O)=O (centres undefined),-8,0%,-2%,-6%,0%,-12%,1%,-7%,0%,-21%,1%
O=[N+]([O-])c1cccc(-c2cc(-c3cc(Br)ccc3O)[nH]n2)c1,13,0%,-3%,-1%,11µM*,16µM*,-11%,-49%[inhibitor],7%,u,7.1µM*
Cc1ccccc1C(=O)N1CCC(C(=O)Nc2ccc(F)cc2)CC1,18,-5%,1%,-3%,-16%,-1%,3%,2%,4%,9%,7%
O=C(COC(=O)/C=C/c1cccc(Cl)c1)NCCc1ccc(Cl)cc1Cl,0,-10%,-1%,1%,-5%,11%,2%,-20%,-11%,5%,-15%
O=C(Nc1ccc(S(=O)(=O)Nc2nccs2)cc1)c1ccc(N2C(=O)c3ccccc3C2=O)cc1,-9,1%,-4%,-12%,-11%,2%,-1%,0%,u,0%,-16%
CCOc1ncccc1C(=O)N1CCN(S(=O)(=O)c2cccs2)CC1,4,x,-3%,-1%,x,4%,8%,-1%,x,x,x
COc1ccc(C2C3=C(CCCC3=O)NC3=C2C(=O)c2ccccc23)cc1 (centres undefined),7,1%,-6%,-8%,-13%,-7%,-13%,3%,x,x,1%
Cc1ccc(C(=O)NCC(C)(C)O)cc1,-9,-15%,0%,5%,-1%,4%,-4%,-1%,-4%,-7%,42%
CCOc1cccc(OCCNC2CCCC2)c1,-9,5%,0%,-4%,-17%,5%,0%,-3%,-9%,-1%,-6%
COc1cccc(N2CC(O)=C(c3nc4ccccc4c(=O)[nH]3)C2=N)c1,-3,2%,-24%,-11%,u,u,u,-1%,5%,-1%,41%
Cc1noc(C)c1C(=O)OCC(=O)NC1CCCCC1C (centres undefined),2,x,1%,-3%,x,15%,2%,1%,x,x,x
CC(COc1ccccc1)N1CCC(CO)(CCc2ccccc2)CC1 (centres undefined),-101*,-2%,1%,-6%,3%,-7%,-1%,-5%,1%,-9%,-20%
CNC(=O)c1ccc(-c2sc3nc(N4CCOCC4)c4c(c3c2N)CC(C)(C)OC4)o1,3,12%,-1%,-6%,0%,u,-5%,8%,u,u,24%
COc1cccc(C(=O)Nc2cccc3cccnc23)c1OC,16,0%,10%,1%,22%,u,24µM*,-2%,-3%,8%,6%[1.91 µM]
CN(C)Cc1c(C(=O)N/N=C/c2cccc(OCc3c(F)cccc3Cl)c2)nnn1-c1nonc1N,u,x,-21%,-32%[inhibitor],-28%,1%,1%,-4%,0%,x,43%
CC(Oc1ccccc1)C(=O)Nc1cc(Cl)ccc1-n1cncn1 (centres undefined),-9,x,-6%,1%,x,25%,5%,23%,x,x,x
COc1ccc(OC)c(N(CC(=O)NCCSCc2ccco2)S(=O)(=O)c2ccccc2)c1,-6,x,3%,1%,-9%,-6%,1%,12%,-1%,x,30%
Cc1ccc(C)c(NC(=O)CCn2nc(C)cc2C)c1,0,5%,-1%,-4%,-2%,5%,-2%,-3%,-1%,4%,-22%
O=c1c2[nH]c3ccc(F)cc3c2ncn1CCCN1CCOCC1,3,5%,3%,8%,-5%,13%,1%,3%,-9%,0%,22%
COc1ccc(C)cc1N(CC(=O)N/N=C/c1ccccc1C(=O)O)S(=O)(=O)c1ccccc1,-3,5%,-3%,1%,14%,-19%,-18%,2%,-2%,3%,-23%
COC(=O)c1ccc(C(=O)O)nc1,6,-7%,-4%,-2%,-1%,1%,0%,-2%,-7%,x,4%
CCOC(=O)N1CCC(NC(=O)c2cc3c(C)nc4ccccc4c3o2)CC1,u,-16%,-4%,1%,-5%,13µM*,-2%,1%,-17%,-13%,-1%
CN(CCN1CCOCC1)Cc1nc(-c2ccc3c(c2)OCO3)no1,4,1%,-7%,3%,-6%,11%,7%,-1%,-4%,-1%,32%
